AI-2 QS modul: modulators of Vibrio harveyi AI-2 quorum sensing system. Vibrio harveyi JMH597 AI-2 luminescence/OD600 ratio, 9 h; active compounds read low; strain lacks LuxN and CqsS sensors; 0 = neutral-control median. activity change, % at 7.5 µM. 300,000 compounds, 0.4% hits; in the data active = activity change below about -75%, passing the limit was not always enough; inconclusive = no clear call, values can overlap the other calls;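 note: luminescence divided by OD600 gain over 9 h not by final OD600 alone; inactives centre near 13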
HSF1 activator: increases HSF-1 driven luciferase reporter signal; activation, % at 9 µM; NIH3T3-HGL HSF-1 luciferase reporter, MG132, 8 h; 100% = twice DMSO control signal; AID 504408; 300,000 compounds, 1.7% hits;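 active = mean replicate activation of at least 50% with a set share of replicates each reaching 50%; inconclusive = only one of those two conditions met; inactive = mean below 50% and too few replicates reaching it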;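 note: 0% = median of the neutral control wells and 100% = twice that signal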
HDAC3 inhib: human HDAC3 inhibition; O15379; recombinant HDAC3, fluorogenic peptide/trypsin coupled, fluorescence; inhibition, % at 8.3 µM; 320,000 compounds, 0.15% hits; AID 2718; in the data active = inhibition above about 26%, passing the limit was not always enough; inconclusive = no clear call, values can overlap the other calls
Target sequence (O15379 whole entry, looked up): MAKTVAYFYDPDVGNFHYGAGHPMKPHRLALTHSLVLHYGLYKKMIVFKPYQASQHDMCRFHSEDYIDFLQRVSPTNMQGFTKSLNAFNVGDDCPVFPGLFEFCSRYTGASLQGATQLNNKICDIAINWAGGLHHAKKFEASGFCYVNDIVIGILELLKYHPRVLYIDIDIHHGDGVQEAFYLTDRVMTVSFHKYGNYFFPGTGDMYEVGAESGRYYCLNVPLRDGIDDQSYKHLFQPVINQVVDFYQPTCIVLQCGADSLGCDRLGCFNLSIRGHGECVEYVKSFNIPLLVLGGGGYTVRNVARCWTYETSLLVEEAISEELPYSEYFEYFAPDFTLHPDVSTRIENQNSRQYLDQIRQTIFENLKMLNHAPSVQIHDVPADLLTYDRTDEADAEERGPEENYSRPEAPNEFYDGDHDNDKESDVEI
GSK3B inh: blocks human GSK3beta kinase activity. GST-GSK3beta kinase, ADP-Glo luminescence, 60 min; active compounds read low. P49841. 300,000 compounds, 0.038% hits. activity score (negative = inhibition), % at 10 µM;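 active = more than half of replicate wells score below -50%, meaning over 50% inhibition versus plate controls; inconclusive = some replicates but at most half score below -50%; inactive = no replicate scores below -50%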;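 note: 0% = median DMSO wells and -100% = median GW8510 positive control wells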
Target sequence (P49841 whole entry, looked up): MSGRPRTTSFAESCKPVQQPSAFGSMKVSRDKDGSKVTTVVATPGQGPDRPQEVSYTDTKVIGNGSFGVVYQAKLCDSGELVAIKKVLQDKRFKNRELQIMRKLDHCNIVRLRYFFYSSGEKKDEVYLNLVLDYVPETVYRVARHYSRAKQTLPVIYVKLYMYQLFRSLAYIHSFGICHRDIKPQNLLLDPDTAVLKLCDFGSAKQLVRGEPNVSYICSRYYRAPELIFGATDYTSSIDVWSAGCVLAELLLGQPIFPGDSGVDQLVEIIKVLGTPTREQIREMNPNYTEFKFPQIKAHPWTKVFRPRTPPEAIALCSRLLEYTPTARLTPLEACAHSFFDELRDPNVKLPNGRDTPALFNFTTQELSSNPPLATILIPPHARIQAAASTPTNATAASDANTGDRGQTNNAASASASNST
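Test system: GST-tagged human GSK3beta kinase, cell-free; evaluation: activity score scaled between in-plate DMSO and GW8510 controls; measured by: ADP-Glo luminescence; incubation: 60 min reaction, RT; benchmarks: DMSO and 20 µM GW8510; reagent: peptide substrate plus 25 µM ATP (final); medium: Tris/MgCl2 kinase buffer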
PolyA inh: yeast polyadenylation inhibition; S. cerevisiae SKY197-pL101 polyadenylation reporter, beta-gal luminescence; efflux-impaired pdr1/pdr3 knockout yeast; score 100 = 6 SD above DMSO; calls only at 12 µM; 300,000 compounds, 0.02% hits; AID 1875;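 active = lowest replicate activity score at least 50, where 100 means six control SD above control mean; inconclusive = lowest score under 50 but half or more replicates reach 50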;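 note: yeast exposed to compound for 9 h at 30 °C; higher score means more reporter readthrough which indicates perturbed polyadenylation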
HSP90 refold inh: HSP90 refolding inhibition in rabbit reticulocyte lysate | inhibition, % at 5.6 µM | AID 1789 | luciferase refolding luminescence, 3 h | 290,000 compounds, 0.91% hits;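 active = inhibition above the screen-wide mean plus 3 SD, computed separately per campaign, cut at about 16% in these data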;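 note: 0% = DMSO wells and 100% = 60 µM geldanamycin wells; inhibitors lower the luminescence because luciferase stays unfolded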
HSF1 inh: HSF1 inhibition; NIH3T3-HGL HSE-luciferase, MG132-induced, luminescence 8 h; active compounds read low; activity change, negative = inhibition, % at 7.5 µM (by protocol); 300,000 compounds, 0.77% hits; AID 2098;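 active = more than half of replicate wells show activity change below -50%, luminescence cut by over half; inconclusive = some wells, but at most half, below -50%; inactive = no replicate well below -50%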;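 note: luciferase reports HSF-1 transcriptional activity via heat shock element; 0% = median of DMSO wells and -100% = zero luminescence signal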
Platelet DG rel: modulates dense granule release in human platelets. human platelet-rich plasma, SFLLRN dense granule ATP release, luminescence. inhibition, %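 (compounds screened at 7.5 µM in platelet-rich plasma)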. 300,000 compounds, 0.22% hits;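 active = mean replicate score, as percent of positive control, at or above 50; inconclusive = mean below 50 but at least one replicate at or above 50; inactive = mean and every replicate below 50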
DYRK1A inh: blocks rat Dyrk1A kinase activity. AID 504441. ADP-Glo luminescence, NFATc1 peptide. 310,000 compounds, 0.43% hits. inhibition, % at 12.5 µM. Q63470; in the data active = inhibition above about 50%;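 note: plate controls were vehicle with enzyme for no effect and no enzyme for full effect; many of its hits are not listed in these tables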
GSK3 alpha inh: human GSK-3 alpha kinase inhibition. P49840. ADP-Glo luminescence, 60 min. inhibition, % at 10 µM. 320,000 compounds, 0.1% hits;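 in the data active = inhibition above about 50%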;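 note: GST-tagged GSK-3 alpha with peptide substrate and 25 µM ATP; 0% = DMSO neutral wells and 100% = GW8510 positive control wells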
Starred values were filed as active, the others as inactive; i = inactive; u = inconclusive; x = no result given. Not all compounds are listed, so the mix of outcomes need not match the whole.

cpd	Compound	AI-2 QS modul	HSF1 activator	HDAC3 inhib	GSK3B inh	PolyA inh	HSP90 refold inh	HSF1 inh	Platelet DG rel	DYRK1A inh	GSK3 alpha inh
1	O=C(Nc1cccc(C(=O)O)c1)/C(=C/c1cccc([N+](=O)[O-])c1)NC(=O)c1cccc(Br)c1	-1.5	-0.9	-2.1	0.0	i	x	-12.3	-9.8	-5.4	0.6
2	O=S(=O)(c1ccc(F)cc1)N1CCN(c2ncnc3c2cnn3-c2ccccc2)CC1	2.9	x	-6.2	1.5	i	-1.5	x	3.4	-0.8	-4.0
3	COc1cc(C2c3sc(=O)[nH]c3SC3C(=O)N(c4ccc(Br)cc4)C(=O)C32)ccc1O (stereo not given)	6.1	3.0	1.7	-1.8	i	-0.8	4.6	5.9	29.0	0.5
4	Cc1ccc(Nc2c(F)c(F)c(F)c(F)c2C(=O)O)c(C)c1	23.4	31.8	-0.3	3.7	i	-0.8	1.4	1.6	-1.2	-6.6
5	COc1ccc(C)cc1N(C(=O)c1snc(C(N)=O)c1N)C(C(=O)NC1CCCCC1)c1ccc(C)o1 (stereo not given)	7.7	26.3	x	-2.8	i	5.1	0.0	4.9	-1.9	x
6	Cc1ccc(CS(=O)(=O)CCC(=O)NCc2ccc3c(c2)OCO3)cc1	3.1	x	-1.5	-4.2	i	3.9	x	-7.3	3.9	0.4
7	C/C=C/C(=O)Nc1cccc(C2=NOC3(C2)C[C@H](C(N)=O)N(C(=O)c2ccccc2C(=O)c2ccccc2)C3)c1 (stereo not given in full)	12.0	-7.0	x	2.0	i	x	-3.1	-1.0	x	x
8	CCC1C(=O)NCCN1C(=O)CCc1nnc(CCc2ccc(OC)cc2)o1 (stereo not given)	19.8	7.3	-18.2	-2.5	i	-0.6	1.8	-14.7	-2.6	2.8
9	C#CCNC(=O)C(C)c1ncc(C(F)(F)F)cc1Cl (stereo not given)	-4.7	-6.9	-1.0	0.7	i	-0.9	-5.9	3.3	-2.4	-0.1
10	CC(NC(=O)Nc1cccc(Cl)c1)C(c1cccs1)N1CCCC1 (stereo not given)	0.2	-12.6	5.0	-0.2	i	0.0	5.4	-20.6	8.1	0.0
11	Cc1ccc(NC(=S)Nc2cc(C)on2)cc1	19.5	u	1.6	-1.2	i	-1.0	22.1	-1.2	x	-1.9
12	CCOC(=O)Cn1nc(C)c2c1CCCC2=O	16.0	0.9	u	-4.8	i	-1.6	-0.1	-2.3	3.3	-2.3
13	CC(c1ccccc1)n1c(N2CCNCC2)nc2c1c(=O)[nH]c(=O)n2C (stereo not given)	5.4	-11.6	-2.4	-1.9	i	-4.6	-7.6	-0.9	6.5	-2.5
14	Cc1nc(NC(=O)COC(=O)CCc2nc3ccccc3s2)c(Cl)cc1Cl	3.4	x	-5.5	-1.6	i	2.8	x	5.5	1.0	-3.4
15	Nc1nc(CN2CCC(Cc3ccccc3)CC2)nc(Nc2ccccc2)n1	2.0	6.3	0.0	-0.5	i	1.0	8.5	-12.8	-1.0	2.2
16	CC(=O)c1ccc(NC(=O)CSc2nc(N)c3cc4c(nc3n2)CCCC4)cc1	18.9	29.8	-11.4	2.0	i	-3.0	22.2	12.1	-0.3	-2.6
17	CC1CCN(C(=O)CN(c2ccc(Cl)c(C(F)(F)F)c2)S(C)(=O)=O)CC1	-2.9	x	-0.4	0.5	i	1.5	x	-11.6	-2.0	-2.0
18	CCCNc1nc(Cl)nc(NCc2cccnc2)n1	26.5	40.1	-4.4	-1.5	i	0.6	13.3	-2.6	3.7	0.0
19	Cc1ccccc1NC(=O)COC(=O)C1C2CC3OC(=O)C1C3C2 (stereo not given)	14.8	4.8	1.4	1.9	i	-4.5	-2.5	8.2	3.5	1.1
20	CC1CN(C(=O)c2c([N+](=O)[O-])cnn2C)CC(C)O1 (stereo not given)	13.5	-0.8	6.6	1.8	i	3.7	-0.4	3.1	-11.5	-1.4
21	CCN1CCCc2cc(CN(CCN3CCOCC3)C(=S)Nc3cc(F)cc(F)c3)ccc21	28.1	-0.8	-5.6	3.3	i	-2.7	0.3	-2.2	7.3	1.1
22	CCOC(=O)C1=C(COC(=O)/C=C/c2ccco2)NC(=O)NC1C (stereo not given)	-1.1	9.1	2.4	1.5	i	x	9.1	-3.2	-0.5	-0.9
23	CCC1CCCCN1S(=O)(=O)c1ccccc1 (stereo not given)	-10.1	2.8	-10.8	-2.8	i	0.8	0.7	-7.8	0.3	-0.4
24	O=C(COc1ccc(S(=O)(=O)N2CCCCC2)cc1)NCc1cccnc1	36.7	-5.2	2.2	1.1	i	-1.8	-4.7	-8.2	-6.6	-0.5
25	CC(C)CC(NC(=O)c1ccccc1)C(=O)OCC(=O)Nc1ccc(S(N)(=O)=O)cc1 (stereo not given)	11.4	x	-4.9	0.8	i	2.6	x	7.0	3.2	-0.9
26	O=c1cnnc(N/N=C/c2ccccn2)[nH]1	u	-25.9	5.3	-1.6	i	-1.2	-18.0	3.0	7.4	-2.4
27	CCc1nc2ccccc2n1CC(=O)N1CCN(Cc2ccccc2)CC1	24.1	3.2	6.6	-0.6	i	-3.4	-5.2	-0.8	1.0	0.9
28	COc1ccc(NC(C)C(=O)N/N=C/c2ccccc2OCc2ccc(Br)cc2)cc1 (stereo not given)	1.0	34.6	4.4	-2.9	i	-8.1	21.6	15.6	0.1	-4.3
29	CCn1c2ccccc2c2nnc(SCC(=O)c3c(N)n(C)c(=O)n(C)c3=O)nc21	18.0	-8.3	0.3	-0.9	i	0.1	-6.1	-2.1	0.4	-1.3
30	CS(=O)(=O)N1CCC(C(=O)NCCC2=CCCCC2)CC1	35.4	7.2	4.7	1.3	i	1.2	-2.8	-4.2	1.3	-0.1
31	Cc1cc(C)cc(CC2CC(=O)N(c3ccc(Cl)cn3)C2=O)c1 (stereo not given)	4.6	-7.6	-1.6	0.4	i	1.4	-5.8	1.3	-6.3	-1.9
32	O=C(CCc1ccccn1)N1CCCC(N2CCN(c3ccc(F)cc3)CC2)C1 (stereo not given)	15.8	-11.8	x	1.4	i	-2.1	-8.0	4.2	-0.8	x
33	COc1ccc(CN(CC(=O)NC2CCCC2)C(=O)c2csnn2)cc1	6.2	16.8	2.2	-6.6	i	1.8	-2.1	-0.7	-3.2	1.5
34	O=C(O)c1ccccc1-c1csc(-c2ccccc2)n1	12.5	33.7	2.9	3.3	i	2.4	26.7	-0.6	-4.0	-9.1
35	COCCN(C(=S)Nc1ccc(C)cc1C)C(C)c1cccs1 (stereo not given)	11.7	-8.9	-0.9	-4.4	i	-5.5	0.2	-8.3	-1.5	-4.1
36	CN(C)/C=N/c1nccc(-c2cccs2)n1	14.2	-4.8	x	-2.9	i	-3.7	-2.8	-0.6	x	x
37	N=c1n(CCN2CCCC2)c2ccccc2n1CC(O)c1ccc(Cl)c(Cl)c1 (stereo not given)	17.5	-4.5	x	-11.5	i	-0.2	5.3	2.9	1.2	7.3
38	CCOc1ccc(C(=O)Cn2cnnc2C#N)cc1	33.4	-1.6	-3.3	1.1	i	-1.1	2.9	-2.1	-0.2	-2.8
39	CCOc1ccc(NC(=S)NCc2nc3ccccc3[nH]2)cc1	14.4	19.7	2.0	-4.2	i	-0.9	7.6	0.9	-2.2	-3.3
40	CCOC(=O)C1=C(N)n2c(s/c(=C\c3cccs3)c2=O)=C(C(=O)OCC)C1c1cccs1 (stereo not given)	12.3	4.8	-1.5	2.4	i	4.1	0.7	-6.9	15.4	5.4
41	CC(=O)OCc1c(C)cc(C)c(/C=C(/C#N)C(N)=O)c1C	26.2	9.1	6.4	1.1	i	-8.3	-9.4	16.0	-0.6	-1.1
42	CCN(CC)CCN(Cc1cc2cc(C)ccc2[nH]c1=O)C(=S)Nc1ccccc1	3.5	-7.1	3.5	3.8	i	-7.6	-1.5	15.1	-0.2	0.6
43	COc1ccc(OC)c(S(=O)(=O)NCc2cn3c(C)csc3n2)c1	16.4	-3.5	x	-0.2	i	-2.6	4.8	-2.5	6.8	-2.2
44	Cc1cc2c(cc1C)NC(c1ccccn1)C1=C(CC(C)(C)CC1=O)N2 (stereo not given)	14.6	36.1	2.8	2.4	i	-3.5	14.6	u	-7.9	-1.8
45	Cc1cc(N2CCN(Cc3nc(-c4ccc(F)cc4)oc3C)CC2)cc(C)n1	2.1	-31.3	-2.7	4.3	i	-0.2	-16.7	1.5	-4.6	0.1
46	O=C(O)CSc1ncnc2scc(-c3ccccc3)c12	7.4	-23.2	0.9	1.0	i	-1.5	-11.3	0.0	72.9*	8.0
47	CC1(C)CC(n2c(=S)[nH]c3ccccc3c2=O)CCO1 (stereo not given)	14.7	-12.3	-6.7	-0.5	i	1.1	1.7	9.1	2.7	-0.9
48	CNC(=O)CC1C(=O)N(C)C(=S)N1NC(=O)c1ccc(Cl)cc1 (stereo not given)	19.8	-21.0	1.7	0.9	i	3.3	-3.8	4.8	5.8	1.1
49	COc1cc(C(=O)N2CCCN(C)CC2)cc(OC)c1C	3.7	2.3	-14.2	3.0	i	7.7	-8.0	1.3	-4.9	-1.6
50	CC(c1ccccc1)N1C(=O)c2ccc(C(=O)NCc3cccnc3)cc2C1=O (stereo not given)	26.6	16.8	0.6	0.8	i	-4.3	1.4	-24.5	-9.0	-1.2

Remaining list, next part:
cpd	Compound	AI-2 QS modul	HSF1 activator	HDAC3 inhib	GSK3B inh	PolyA inh	HSP90 refold inh	HSF1 inh	Platelet DG rel	DYRK1A inh	GSK3 alpha inh
51	CCOc1c(Cl)cc(CNc2nnnn2C)cc1OC	8.0	-1.6	-4.6	3.4	i	-1.7	-1.0	-0.4	10.7	-0.2
52	CC(C)(C)OC(=O)N1CCCC1C(=O)N1CCc2ccccc21 (stereo not given)	10.7	1.6	1.9	-0.2	i	0.9	-2.2	-3.1	-2.2	-3.1
53	CCCCOC(=O)C1=C(C)Nc2nnnn2C1c1ccccc1Cl (stereo not given)	26.3	1.9	15.3	-2.3	i	2.6	10.7	-0.6	4.4	x
54	CCOc1ccc(/C=N/n2cc(-c3ccccc3)[nH]c2=S)cc1	21.3	22.3	4.8	-0.2	i	3.5	1.8	-1.1	x	-0.9
55	CCOC(=O)NC(=O)/C(N=Nc1cccc(C(F)(F)F)c1)=C(\C)O	7.2	8.3	-0.4	1.0	i	4.3	3.3	-3.1	-5.2	0.3
56	Cc1c(NC(=O)CSc2nncc3ccccc23)c(=O)n(-c2ccccc2)n1C	32.9	-9.6	3.4	-19.8	i	0.8	-6.5	-2.5	1.6	1.2
57	O=C(c1ccco1)N(CCO)Cc1cc2cc3c(cc2[nH]c1=O)OCO3	1.6	15.0	-2.3	-0.6	i	-0.8	-0.9	3.9	-6.2	1.1

Compound activity from PubChem BioAssay.
